Screening results: PubChem, Fisher Drug Discovery Resource Center
mcGAS MS inh – inhibitors of Mus musculus cyclic GMP-AMP synthase, initial high-throughput assay, cell-free, RapidFire MS | Q8C6L5 | hit rate 0.18% among 130,000 | recombinant mouse cGAS, cGAMP by RapidFire MS | inhibition, % at 12.5 µM;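 active = inhibition of cGAS enzyme activity at or above 60%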;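 note: enzyme stimulated by 45 bp dsDNA with ATP and GTP substrates; cGAMP share of summed cGAMP plus half ATP and half GTP signals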
Target sequence (Q8C6L5 whole entry, looked up): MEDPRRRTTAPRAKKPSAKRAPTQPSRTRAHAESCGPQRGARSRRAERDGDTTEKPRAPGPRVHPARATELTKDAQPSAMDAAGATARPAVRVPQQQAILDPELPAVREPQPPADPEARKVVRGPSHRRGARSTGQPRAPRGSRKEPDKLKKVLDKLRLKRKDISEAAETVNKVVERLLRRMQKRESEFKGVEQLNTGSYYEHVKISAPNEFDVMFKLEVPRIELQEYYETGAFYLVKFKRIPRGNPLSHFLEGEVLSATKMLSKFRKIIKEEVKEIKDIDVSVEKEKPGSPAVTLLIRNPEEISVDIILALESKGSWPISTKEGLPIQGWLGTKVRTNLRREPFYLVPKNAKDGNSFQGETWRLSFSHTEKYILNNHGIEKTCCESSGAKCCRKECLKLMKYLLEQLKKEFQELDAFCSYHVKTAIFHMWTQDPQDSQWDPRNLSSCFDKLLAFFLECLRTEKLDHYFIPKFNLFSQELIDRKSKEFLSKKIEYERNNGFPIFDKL
Active calls of the source: *; & = joins results of further samples.

molecule	mcGAS MS inh
COc1ccc(Nc2[nH]nc(NC(=O)CC3CC4CCC3C4)c2C#N)cc1 (stereo unspecified)	-4
Cc1ccc(C(NC(=O)Nc2nccs2)C(C)(C)C)o1 (stereo unspecified)	-7&-1
CC(Sc1ccc(Cl)cc1)C(=O)N1CCC1 (stereo unspecified)	-1
CCN(CC)c1ccc(NC(=O)N2CCC2c2ccccc2)cn1 (stereo unspecified)	14
COc1cccc(-c2ccccc2NC(=O)C2CCN(Cc3cnc(C)nc3)CC2)c1	-2
CC(C(=O)NC12CC3CC(CC(C3)C1)C2)n1cccn1 (stereo unspecified)	-4
NC(=O)c1c(NC(=O)Cn2nc(C(F)(F)F)c3c2CCC3)sc2c1CCCC2	9
CCCNC(=O)C1(C)CCN(Cc2cc(C)n(C)n2)C1 (stereo unspecified)	-9
COc1cc(C(=O)N2CCC3(CN(C)C(=O)O3)C2)ccn1 (stereo unspecified)	24
CSc1ccc(CSc2nnc(-c3ccccc3F)n2C2CC2)cc1	9
Cc1cc(N)n(CC(=O)N2CCCC3(CCN(C)C3)C2)n1 (stereo unspecified)	-8
Cc1cccnc1CNC(=O)COc1ccc(Cl)cc1	4
CCOC(=O)c1cn(Cc2cc(C)ccc2C)nc1S(=O)(=O)N1CCCCC1	0
O=S(=O)(CCc1ccncc1)c1ccc(Cl)cc1	13
CC(C(=O)NCc1ccc(-n2cncn2)cc1)n1cnc2ccccc21 (stereo unspecified)	-8
Cc1n[nH]c(=O)c(C(=O)Nc2cc(Cl)c(Cl)cn2)c1C	-28
O=C(Cn1c2c(c(=O)n3ncnc13)CCCC2)c1ccc(Br)cc1	-7
COc1ccc(NC(=O)c2ccc3c(c2)CCCC3)c(OC)c1	-14
COc1ccc(OC)c(N2CCN(C(=O)C(C)C)C(C)C2=O)c1 (stereo unspecified)	-9
COc1ccc(C(=O)N2CCN(CC(C)(C)CN3CCCC3)CC2)cc1	-19
COc1cccc(-n2c(=O)[nH]c3c(C(N)=O)nc(-c4ccccc4)nc32)c1	-3
O=C(c1ccc(-c2cccc(F)c2)nc1)N1CC[C@H](CO)[C@@H](O)C1	-30
Cc1oc(-c2cccs2)nc1CN(CC1CC1)CC1CCCO1 (stereo unspecified)	-4
CN(Cc1ccccc1Br)C(=O)Nc1ccccc1N1CCCC1=O	-12

Fetched by structure from the entries so far, 2 records:
molecule	mcGAS MS inh
COc1ccc(OC)c(N2CCN(C(=O)C(C)C)C(C)C2=O)c1 (stereo unspecified)	-9
COc1ccc(C(=O)N2CCN(CC(C)(C)CN3CCCC3)CC2)cc1	-19

More records follow:
molecule	mcGAS MS inh
Cc1cc(-n2cnnc2Cc2cccnc2)n(C)n1	-28
CCc1nc(CN2CCC3(CCCO3)CCC2=O)cs1 (stereo unspecified)	-8
COC(=O)CC1C(=O)NCCN1C(=O)c1nc2ccccc2s1 (stereo unspecified)	-7
O=C(CC1CSc2nccc(=O)n21)N1CCOCC1 (stereo unspecified)	-8
CCN(Cc1ccc(O)cc1)C(=O)Nc1ccncc1	-8
CCOC(=O)C1(CCc2ccccc2)CCN(C(=O)c2cnn3cccnc23)CC1	-4
COC(=O)Cn1c(=NC(=O)c2ccc3ncsc3c2)sc2cc(C(=O)OC)ccc21	-4
Cc1ccc(-n2ncc3c(=O)[nH]c(SCC(=O)NC(C)C)nc32)cc1	-15
Cc1c(C2Nc3ccccc3C(=O)N2CC(C)C)cc(C#N)n1C (stereo unspecified)	-26
Cc1sc2ncnc(NCCCO)c2c1C	11
COc1ccc(C2Oc3ccccc3C=C2[N+](=O)[O-])cc1OC (stereo unspecified)	-4
OCCC1CN(Cc2ccc(OC(F)F)cc2)CCN1C1CCCC1 (stereo unspecified)	-14
Cc1ccccc1C(C)NC(=O)CSCC1CC1(Cl)Cl (stereo unspecified)	0
Cc1[nH]cnc1CN1CCC2(CC1)Nc1ccccc1C(=O)N2OCc1ccccc1	-9
CC(=NNc1nc(C)cc(=O)[nH]1)c1ccc(C2CCCCC2)cc1	-15
CC(=O)N1CCN(C(=O)CSc2nnnn2-c2cccc(C)c2C)CC1	-2
Cc1ccccc1C(CC(=O)N(C)Cc1cnn(C)c1)c1ccccc1 (stereo unspecified)	-8
CCCc1cc(-c2cccnc2OCC)nc(C)n1	-16
O=C1CC2(CCN(C(=O)C3CC34c3ccccc3-c3ccccc34)CC2)Oc2ccccc21 (stereo unspecified)	-3
CC1CCc2ccccc2N1CC(=O)NC1CCCC1 (stereo unspecified)	-11
Cc1cc(C(C)(C)C)cc(C)c1CC1=NCCN1	-7&1
Cc1ccccc1-n1ncc2c(C(C)C)nn(CC(=O)N3CCc4ccccc43)c(=O)c21	-9
O=C(CNCc1ccc2c(c1)OCCCO2)NCc1ccccc1F	-20
O=C(COc1ccccc1)NCCCn1nc(-c2cccs2)ccc1=O	7
O=C1NCCCC1NS(=O)(=O)NCc1ccccc1 (stereo unspecified)	-2
Cc1nc(-c2ccccc2)n(CN2CCCCC2C2OCCO2)n1 (stereo unspecified)	6
ClCC1CNC(c2ccc(Cl)cc2)O1 (stereo unspecified)	2
CN(C)c1ccc(C(=O)N2CCN(C(=O)C3CCS(=O)(=O)C3)CC2)cn1 (stereo unspecified)	-1
Cc1nc2ccccc2nc1N1CCN(C(=O)CCC2CCCC2)CC1	-4
COc1ccc(-c2cn3nc(SCC(=O)Nc4nc5ccccc5s4)ccc3n2)cc1	-2
CC(=O)NCc1cn2ccsc2n1	-3
O=C(O)c1cnc2c(c1)c(C1CC1)nn2-c1ccccc1	-7
O=C(/C=C/c1ccccn1)Nc1cccc(Oc2ccncc2)c1	-1
CCN(CC)CCNc1nc(C23CC4CC(CC(C4)C2)C3)cs1	-2
O=C(NCCCl)N1CCn2cccc2C1c1ccc(F)c(F)c1 (stereo unspecified)	-10
Cc1cccc(C2(C(=O)OCc3cc(=O)n(C)c(=O)n3C)CC2)c1	0
CSc1ccc(C=C(C#N)S(=O)(=O)c2ccc(Br)cc2)cc1	2
CCOC(=O)c1c(C)nc2n(Cc3ccccc3)c3ccccc3n12	-22
CCC/C=C/c1ccc2nc[nH]c(=O)c2c1	-3
O=S(=O)(c1ccccc1Br)N1CCCCC1c1ncc[nH]1 (stereo unspecified)	-16

Single values from the entries so far:
Value for CCCNC(=O)C1(C)CCN(Cc2cc(C)n(C)n2)C1 (stereo unspecified) under mcGAS MS inh: -9
Value for Cc1ccccc1C(CC(=O)N(C)Cc1cnn(C)c1)c1ccccc1 (stereo unspecified) under mcGAS MS inh: -8

New compounds follow
molecule	mcGAS MS inh
CS(=O)(=O)N1CCN(C(=O)COc2ccc(Cl)cc2Cc2ccccc2)CC1	-27
CCc1c(C#N)nn(-c2ccccc2)c(=O)c1C#N	-9
COc1cccc2c(C)c(C(=O)NCCC(=O)N3CCCCC3)oc12	-8
Nc1ccnc(-c2ccc(CO)cc2)c1	-6
Cc1ccc(S(=O)(=O)CCC(=O)N(C)Cc2c(F)cccc2Cl)cc1	5
C/C=C/c1cc(C(=O)Nc2ccc(-c3nccs3)cc2)cc(OC)c1OC	-1
Cc1ncsc1CCOC(=O)CC12CC3CC(CC(C)(C3)C1)C2	0&25
NCCC(=O)NCCc1cnc[nH]1	-2

Structures from the list above that contain a tert-butyl group, in the order listed:
molecule	mcGAS MS inh
Cc1ccc(C(NC(=O)Nc2nccs2)C(C)(C)C)o1 (stereo unspecified)	-7&-1
Cc1cc(C(C)(C)C)cc(C)c1CC1=NCCN1	-7&1

Going on with the list.
molecule	mcGAS MS inh
O=C(Nc1cccnc1)C1=COC2=NC(=O)N(Cc3ccccc3)CCN12	-10
COCC(=O)N1CCC(Oc2ccc(C(=O)NCC[C@@H]3C[C@@H]4C=C[C@H]3C4)cc2)CC1	-4
CN(Cc1cc(-c2cccs2)n[nH]1)C(=O)c1ccc(-n2cnnc2)cc1	-5
Cc1ncc(CN2CCC(CO)(Cc3ccccc3Cl)CC2)s1	4
CC(C)C(=O)Nc1cccnc1-c1ccc(C(=O)O)s1	-16
CCc1nc(CN2CCCC(CCC(=O)NCc3ccc(OC)cc3OC)C2)c(C)[nH]1 (stereo unspecified)	1
CCn1nc(C(=O)Nc2cccc(S(=O)(=O)NC3=NCCC3)c2)c2ccccc2c1=O	2
CC(=O)N1CCn2c3c(c4cc(C5CCCCC5)ccc42)CCCC31 (stereo unspecified)	-37
Cc1nc2ccccn2c(=O)c1NC(=O)CC(C)(C)C	18
CC(C)(C)c1ccc(OCC(=O)N2CCCC2(C)C(=O)O)cc1 (stereo unspecified)	1
CCOc1ccccc1NC(=O)CC(=O)N(C)C(C)c1nccs1 (stereo unspecified)	-16
Cc1cnc(N2CC(N3CCCCC3)C2)nc1N(C)C	-23
CC#CCN1C(=O)C(CCC(=O)N2CCc3ccc(C(=O)OC)cc3C2)NC(=O)c2ccccc21 (stereo unspecified)	-4
CCCNC(=O)c1c(O)c2ccccc2[nH]c1=O	7
CCN(CC)CCNc1c2c(c(C#N)c3nc4ccccc4n13)CCC2	-3
Cc1nc2c(c(N3CCC(C(C)N4CCOCC4)CC3)n1)CCNCC2 (stereo unspecified)	-12
CC1(C(=O)NS(=O)(=O)c2ccccc2Cl)CCN1C(=O)CCc1ccccc1 (stereo unspecified)	-12
CCOC(=O)CC1CCCCN1C(=O)c1ccc2nc(-c3cccc(OC)c3)oc2c1 (stereo unspecified)	-6
CCCCCCCCCCCCCCCC(=O)OCC(O)[C@H]1OC(=O)C(O)=C1O (stereo partly specified)	-6
Cc1ccc(NC(=NS(=O)(=O)c2cccs2)c2ccccc2)c(C)c1	-9
O=S(=O)(NC1CCSc2ccccc21)c1ccc(S(=O)(=O)N2CCOCC2)cc1 (stereo unspecified)	0
CS(=O)(=O)c1ccc2c(c1)NCCO2	-1
NC(=O)c1cccc(CN2C(C(N)=O)CC3CCCCC32)c1 (stereo unspecified)	-3
CC(/C=C1\N=C(c2cc([N+](=O)[O-])ccc2Cl)OC1=O)=C\c1ccccc1	3
C=CCC1(CC=C)CCCCN1C(=O)CC1C=CS(=O)(=O)C1 (stereo unspecified)	2
CCN1CCC(N(C)C(=O)Nc2cccc(-n3nc(C)cc3C)c2)C(C)C1 (stereo unspecified)	-1
COC(=O)C1CCN(C(=O)CCc2csc(NC(=O)NC3CCCCC3)n2)CC1	-4
CCCn1cc(CN2CCCC(CNC(=O)c3cccc4ccccc34)C2)c(C)n1 (stereo unspecified)	-1
Cn1c(=O)n(CCN2CCCCC2)c(=O)c2c1nc1n2CCCN1c1ccccc1	-4
CN(CC1OCCO1)C(=O)Cc1ccc(OC(CCN2CCOCC2)c2cccs2)cc1 (stereo unspecified)	-10
Cc1ccc(-n2nc3c(c2NC(=O)c2ccc(S(=O)(=O)N(C)C)cc2)CS(=O)C3)cc1 (stereo unspecified)	-5
CC(C)c1cc(C(=O)NCCc2cnc3ccccn23)n(C)n1	-12
O=C(O)CCc1nnc(SCc2ccc(Cl)cc2)[nH]c1=O	2
CCCNC(=O)C1(C)CCN(Cc2csc3ccccc23)C1 (stereo unspecified)	-2
Cc1[nH]c2ccccc2c1CCNC(=O)C1C2C=CC3(CN(C)C(=O)C13)O2 (stereo unspecified)	-8
Cn1cc(Br)cc1C(=O)Nc1cccc(C(N)=O)c1	-7
Cc1cc(Br)ccc1NCc1ccc(C#N)cc1	-13
COc1cc(/C=C/C(=O)N2CCC(NC(=O)c3ccccc3)CC2)cc(Cl)c1OC	-1
Cc1nc(SCC(=O)NCc2ccccc2)c2oc3ccccc3c2n1	2
COc1cccc(-c2noc(NCC3CSCCS3)n2)c1 (stereo unspecified)	7
CC(C1CC1)N(C)C(=O)NCCc1cc(F)ccc1F (stereo unspecified)	-9
Cc1ccc(Cn2nnc3c(=O)n(Cc4ccccc4C)cnc32)cc1	4
CC(C)c1cc(-c2nn3c(Cc4ccccc4)nnc3s2)no1	-8
CC1(C)C[C@@H]2C[C@@](C)(CN2C(=O)C(C)(C)NC(=O)c2cccs2)C1	-21
Cc1ccc(S(=O)(=O)N(C(C)C)C2CC2)c(C)c1	9
CC(CC1=[N+](c2ccccc2)C(O)(c2ccccc2)CS1)=Nc1ccc(C)cc1 (stereo unspecified)	-11
O=C1c2ccccc2C(=O)N1CNc1ccc(OCc2ccccc2)cc1	-5
O=c1c2oc3ccc(Cl)cc3c2nc2n1CCS2	13
CC(=O)NC1(C(=O)NCCOc2ccc(C(C)(C)C)cc2)CCCCC1	-21
Cc1c(C(=O)NCCC2CN(C)CCO2)cnn1-c1ccccn1 (stereo unspecified)	-6
CCn1ccnc1CN1CCN(Cc2ccc(C)o2)C(CCO)C1 (stereo unspecified)	-4
COc1ccc(CC2(CO)CCN(Cc3c(C)nn(C(C)C)c3C)CC2)cc1	-2
CC1CN(C(=O)c2ccccc2NC(=O)c2ccc(=O)n(C)n2)CC(C)O1 (stereo unspecified)	-6
CC(C)c1cc(C(=O)NCCc2csc(-c3ncccn3)n2)n(C)n1	-9
CS(=O)(=O)Nc1ccc(/C=C/C(=O)NCCc2cccc(F)c2)cc1	-16
C#CCNS(=O)(=O)c1ccc(C(=O)N2CCOc3ccccc32)cc1	0

Later entries
molecule	mcGAS MS inh
CN(C(=O)c1ccncc1)C1CC(C)(C)N(C)C(C)(C)C1	4
Cc1cc(C(=O)CSc2nnc(-c3ccco3)n2C)c(C)n1Cc1ccco1	-5
Cc1ccc2nc(CN(C)Cc3ccc(S(C)(=O)=O)cc3)[nH]c2c1	-6
Cc1cc(=O)n2nc(C(F)(F)F)nc2n1CC(O)c1ccccc1 (stereo unspecified)	19
CCC1CCCN1CCCS(=O)(=O)NC (stereo unspecified)	-3
CC(C)NC(=O)N1CCN(c2nc3ccccc3[nH]2)CC1	-7
CC(C)(C)c1csc(=S)[nH]1	-13

An excerpt, so the mix of outcomes need not match the whole.
